Rpn11 inh: Rpn11 (human) deubiquitinase inhibition; actives 0.59% (n = 360,000); AID 588493; calls only at 20 µM; O00487; human 26S proteasome, Ub4-pepOG fluorescence polarization; 20S core pre-blocked with epoxomicin;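 active = inhibition at 20 µM, scaled to each plate's controls, above about 33%, limit read from the data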
MsrA inhibitor: inhibits bovine methionine sulfoxide reductase A; AID 651718; purified bovine MsrA, absorbance read-out; inhibition, % at 15.5 µM; actives 0.75% (n = 360,000); in the data active = inhibition above about 4.5%;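 also: 0% = vehicle wells with enzyme and 100% = reference inhibitor wells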
FAS-TE inh: blocks the thioesterase domain of human fatty acid synthase | P49327 | recombinant FAS-TE, OMFH fluorogenic substrate, fluorescence endpoint | inhibition, % at 15 µM | actives 0.67% (n = 360,000) | AID 602261;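 active = compounds whose normalised, plate-corrected inhibition of enzyme fluorescence in the single-dose primary screen is 50% or more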;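 also: 0% = DMSO with enzyme and 100% = substrate without enzyme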
bovine MsrA act: activators of bovine methionine sulfoxide reductase A; AID 602163; purified bovine MsrA, absorbance read-out; actives 0.3% (n = 360,000); activation, % at 10.6 µM; in the data active = activation above about 7.5%;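 also: 0% = vehicle and 100% = reference activator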
E coli Lon inh: inhibitors of E. coli Lon protease; P0A9M0; purified E. coli Lon protease, fluorescence polarization; inhibition, % at 7.94 µM; actives 0.42% (n = 360,000); in the data active = inhibition above about 13%, passing the limit was not always enough;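 also: 0% = enzyme with probe and DMSO and 100% = no enzyme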
MLLE-PAM2 inh: blocks PAM2 peptide binding to the PABP1 MLLE domain | actives 0.36% (n = 360,000) | inhibition, % at 20 µM | GST-MLLE / FITC-PAM2 fluorescence polarization | AID 588489 | P11940; in the data active = inhibition above about 35%, passing the limit was not always enough;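 also: plate controls were DMSO wells with GST-MLLE for no effect and wells lacking GST-MLLE protein for full effect; some results filed as inactive read as strong as hits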
MT1-MMP act inh: inhibitors of human MT1-MMP activation; P50281; HT1080 RFP-PRO-GFP cells, GFP/RFP ratio fluorescence, overnight; percent of plate control window, DMSO zero; GFP/RFP ratio change, % at 20 µM; actives 0.061% (n = 360,000); AID 651647;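 active = GFP/RFP ratio change of at least 30% with cell ATP level not reduced by more than half and red fluorescence within 50% of control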; also: strong numbers were not always called active
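system = RFP-PRO-GFP reporter HT1080 cells | dosing = 20 µM single dose, 1% DMSO | timing = overnight cell settling, then overnight compound exposure, 37 °C, 5% CO2 | read-out basis = GFP/RFP fluorescence ratio | controls = DMSO and RFP-L50D-GFP cell wells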
Rin1-Abl PPI inh: inhibitors of human Rin1-Abl protein interaction. P00519+Q13671. inhibition, % at 7.35 µM. AID 588664. TR-FRET Rin1/Abl binding, biochemical. actives 0.4% (n = 360,000); in the data active = inhibition above about 5%, passing the limit was not always enough
CSN deneddyl inh: inhibitors of human CSN-mediated cullin deneddylation. Purified CSN, SCF-Nedd8-OG deneddylation, fluorescence polarization. actives 0.38% (n = 360,000). Q92905. inhibition, % at 12.5 µM;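 active = pattern-corrected inhibition above about 35%, with an unprinted fluorescence ratio check between 0.5 and 1.5, limit read from the data, passing the limit was not always enough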;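 also: 0% = enzyme with substrate and 100% = substrate without enzyme; some results filed as inactive read as strong as hits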
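Material: human Csn5 produced in HEK293T cells; Input: enzyme 0.24 nM; Reagent: SCFSkp2-Nedd8OG substrate at 10 nM final; Dosing: 12.5 µM compound; Incubation: 90 min reaction at room temperature; Detection: fluorescence polarization of the substrate; Evaluation: % inhibition of substrate cleavage by Csn5; Control set: substrate-only high control, full reaction low control.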
* = called active by the depositor; i = inactive; · = not tested or not shown.

Compound,Rpn11 inh,MsrA inhibitor,FAS-TE inh,bovine MsrA act,E coli Lon inh,MLLE-PAM2 inh,MT1-MMP act inh,Rin1-Abl PPI inh,CSN deneddyl inh
CN(C)S(=O)(=O)c1cccc(NC(=O)Cn2cnc3ccccc3c2=O)c1,i,-1.4,-5,-1,2,9,5,-6,-2
COc1cccc(C2/C(=C(/O)c3cnn(-c4ccccc4)c3C)C(=O)C(=O)N2CCN(C)C)c1 (stereo not given),i,1.9,-1,-6,7,6,2,0,-6
O=[N+]([O-])c1ccc(N/N=C2\CC3CC=CC23)cc1 (stereo not given),i,1.4,-3,-14,-19,-12,-2,3,6
Cc1ccc(C(OCC(O)CNC(C)c2ccccc2)c2ccccc2)cc1 (stereo not given),i,-2.4,-1,-1,-1,-2,0,1,-2
CC1Cc2ccccc2N1C(=S)NC(=O)c1ccco1 (stereo not given),i,2.8,-1,-2,-7,5,2,-6,3
COc1ccc(Nc2nc(N)c3ccccc3n2)c(OC)c1,i,0.1,-2,-4,5,14,39*,-1,-2
CC(=O)c1ccc(N2CCN(C(=O)c3ccc(-c4ccccc4)cc3)CC2)cc1,i,-1.0,0,-1,-3,10,2,1,9
Cc1nnc(SC(C)C(=O)c2c[nH]c3ccccc23)n1C1CC1 (stereo not given),i,0.5,-5,1,-2,-26,-3,-2,1
NS(=O)(=O)c1ccc(CCNC(=O)CSc2cccs2)cc1,i,0.7,1,-3,-5,12,3,0,2
Fc1ccc2cc(CCO[C@H]3CCCCO3)ncc2c1,i,0.2,-14,-2,2,-3,2,-2,0
COC(=O)C(CSCc1ccccc1)NC(=O)CCNC(=O)OCc1ccccc1 (stereo not given),i,0.4,-1,-1,12,4,-3,-1,-1
CC(=O)Nc1cc(-c2ccccc2)ccc1O,i,1.0,-6,-2,-2,-111,1,2,1
CCOc1ccc(N2CC(C(=O)Nc3ccccc3F)CC2=O)cc1 (stereo not given),i,0.4,-6,-3,-3,-12,1,1,-1
Cc1ccc(C)c(NC2=NCC(=O)N2C2CCCCC2)c1,i,0.2,2,-5,2,9,-1,3,2
COc1ccc(C(=O)NC(=S)N2CCNC(=O)C2)cc1Br,i,0.3,-3,-3,0,10,-1,1,-2
COc1ccc(N2C(=O)C(CN3CCN(C)CC3)C2c2ccccc2)cc1 (stereo not given),i,-0.7,-4,4,0,4,-12,1,-2
CC(C)C[C@H]1CN=C(Nc2ccccc2)N1CCc1ccc(F)cc1,i,0.6,-32,-1,-4,8,2,-1,1
CC(C)(C)c1ccccc1OCCCCCn1ccnc1,i,-0.3,-8,1,5,7,-11,-2,5
CCCCN1C(=O)c2ccc(C(=O)NC3=NCCS3)cc2C1=O,i,0.6,1,-3,-10,0,2,-1,1
O=C1COc2ccc(C(=O)CSc3nnc(Cc4cccs4)n3-c3ccccc3)cc2N1,i,-1.0,-2,-6,-13,0,-4,1,3
CCOC(=O)[C@]12CCC=C1N(Cc1ccccc1)C(=O)[C@H](CC(=O)N1CCOCC1)C2,·,-1.2,-16,-3,3,·,0,·,0
CC1(C)c2[nH]c3ccccc3c2C[C@@H]2C(=O)N(Cc3ccccc3)C(=O)N21,i,-0.3,12,0,-9,-8,3,0,0
O=C1c2cccnc2-c2ncccc21,i,0.2,-6,-1,0,-11,-1,-8,2
COc1ccc(/C=N/NC(=O)c2sccc2C)c2ccccc12,i,0.5,-3,-4,-5,-2,3,-3,1
Nc1nc(-c2ccc(Cl)cc2)cc(C(F)(F)F)n1,i,-1.1,-4,-2,-3,10,11,1,3
O=C(N=NC(=O)c1ccc2c(O)n(C3CCCCC3)c(O)c2c1)c1cccnc1,i,1.3,-5,-4,0,15,3,1,4
COc1ccc(C)cc1S(=O)(=O)N1CCCC(N2CCOCC2)C1 (stereo not given),i,-0.2,-7,-1,2,-1,-3,1,1
COc1ccc(C(=O)Nc2cc(S(=O)(=O)N3CCCCC3)ccc2OC)cc1,i,0.4,-2,0,-17,0,2,-1,-7
Cc1sc2ncnc(Nc3ccc(O)cc3)c2c1C,i,1.6,-4,-2,-8,-7,2,-3,-4
COc1cc(OC)cc(-c2noc([C@H]3C[C@H](O)[C@@H](CO)O3)n2)c1,i,0.2,-7,-4,0,10,2,-5,-2
COc1ccc(S(=O)(=O)Nc2ccc(-n3cnnn3)cc2)cc1[N+](=O)[O-],i,0.8,-1,-2,0,1,3,3,2
Cc1cc2cc3c(=O)[nH]c(=O)cc-3n(CC(O)C(O)C(O)CO)c2cc1C (stereo not given),i,2.3,-7,-1,87*,19,-5,-28,12
CC(C)(O)C#Cc1ccc(C(=O)N2CCCC(CCC(=O)NCc3ccccc3F)C2)cc1 (stereo not given),i,-1.1,-3,-3,-9,-8,-1,-3,-4
O=C(CCN1c2ccccc2Sc2ccccc21)OCc1nnc(-c2ccccc2)o1,i,0.8,25,-4,4,-13,-3,0,-3
Nc1ccc(Cl)c(NC(=O)c2cccs2)c1,i,0.3,-7,3,-3,-3,9,-1,1
Brc1ccc(-c2nc(-c3cccnc3)no2)o1,i,-1.2,-3,-3,0,-3,-6,0,-1
COc1ccc(C(=O)N/C(=C\c2ccc3c(c2)OCO3)C(=O)N2CCOCC2)cc1,i,3.9,0,-3,5,1,-1,-2,5
CC(C)(C)Nc1nc(Cl)nc(NC2CCCCC2)n1,i,-0.5,4,-1,-5,-1,1,2,1
CCN(CC(=O)Nc1ccc(NC(C)=O)cc1)C(=O)c1ccc2c(c1)OCO2,i,0.6,3,-2,9,2,2,-2,2
CCOC(=O)c1c(NC(=O)CC2SC(N)=NC2=O)sc2c1CCCC2 (stereo not given),i,0.5,-2,-1,2,-2,3,0,7
COc1cc(OC)nc(/N=C/NO)n1,i,0.0,-4,-3,0,3,-1,-5,-1
COc1cccc(CNc2cnc3ccccc3c2)c1O,i,-0.6,0,-2,5,7,2,-2,4
CCOc1ccc(NS(=O)(=O)c2ccc(C(=O)NNC(=O)c3ccccc3O)cc2)cc1,i,-0.5,18,-5,-5,7,3,0,-1
O=C(CSc1nnnn1-c1ccccc1)NC(=O)NCc1ccco1,i,0.9,10,-9,-6,-42,0,0,7
COc1ccc(CCNC(=O)CSc2n[nH]c(N)n2)cc1,i,-0.6,-6,-3,-9,9,3,4,-1
CN1CCN(c2ccc(NC(=O)c3ccccc3Br)cc2)CC1,i,1.1,0,-5,-7,5,-1,0,-1
Cc1cccc2c(=O)cc(C)n(CC(=O)N3CCOCC3)c12,i,0.3,-10,-2,-7,-7,-2,-1,5
c1ccc(-n2ncc3c(NCc4ccco4)ncnc32)cc1,i,0.2,2,0,-15,13,-1,1,0
O=C(CCCCCNC(=S)Nc1ccccc1)C[N+](=O)[O-],i,0.8,-14,-11,-2,4,1,2,-4
C=C(C)[C@@H]1CC=C(CN2CCN(Cc3ccccc3)CC2)CC1,i,0.4,3,-4,-5,6,-1,1,-3
NC(=O)c1nn(-c2ccccc2)c(=O)cc1O,i,-0.3,-4,-2,1,7,-5,-4,3
COc1ccc(OC)c(NC(=O)CC2SC(=Nc3ccc(F)cc3)N(CCC3=CCCCC3)C2=O)c1 (stereo not given),i,-0.4,22,0,-8,-25,-6,0,-4
CC1CCCCC1NS(=O)(=O)CCNC(=O)c1ccc2c(c1)OCO2 (stereo not given),i,0.8,3,3,-5,5,-1,-1,-1
O=C(Nc1nc(-c2ccncc2)cs1)c1ccco1,i,1.6,-17,-8,-1,-17,3,-3,8
O=C(CSc1ccc2nnc(CCNC(=O)c3ccc(F)cc3)n2n1)NCC1CCCO1 (stereo not given),i,0.3,-6,2,5,-8,-3,0,-2
COC(=O)[C@H](Cc1ccccc1)NC(=O)Cn1cnc(C(=O)Nc2ccc(C)c(C)c2)n1,i,0.2,-8,2,1,9,2,0,2
COc1cc(CNC(=O)OCC(C)C)cc(OC)c1OC,i,-0.1,-5,3,12,15,6,0,-4
COc1ccc2nc(NC(=O)c3cccnc3SC)sc2c1,i,1.0,8,-5,0,0,-1,-2,1
COc1ccc(C2CC(c3ccc(OC)cc3)n3nc(NC(=O)c4cccs4)nc3N2)cc1 (stereo not given),i,0.2,5,-5,7,-4,6,2,0
COc1cc(-c2nnc(SCC(=O)Nc3ccc(C(=O)O)cc3)o2)cc(OC)c1OC,i,-0.9,-4,-1,-1,1,-1,5,-2

(further entries)
Compound,Rpn11 inh,MsrA inhibitor,FAS-TE inh,bovine MsrA act,E coli Lon inh,MLLE-PAM2 inh,MT1-MMP act inh,Rin1-Abl PPI inh,CSN deneddyl inh
CC1=NN(c2ccc(C(=O)O)cc2)C(=O)CC1,i,-0.1,-7,-2,-8,-3,2,1,-2
Cc1cc(Nc2ccccc2)n(-c2ccc(C(=O)O)cc2)n1,i,-0.1,-4,1,-1,14,-3,3,3
O=C(CN1C(=O)C2CC=CCC2C1=O)Nc1ccc(Br)cc1 (stereo not given),i,-1.0,5,-4,-5,2,-1,0,1
CC1(C)Cc2ccccc2C2=C(C(=O)N3CCCCCC3)C(=O)C(=O)N21,i,3.0,-7,-6,1,-6,1,1,1
COc1cc(C(O)c2nc(/C=C/c3ccccc3)cs2)ccc1F (stereo not given),i,1.3,18,-2,-9,-9,4,-3,3
COc1ccc(-c2noc(CCC(=O)N3CCN(c4ccccc4OC)CC3)n2)cc1,i,-0.8,3,-3,-6,12,3,-1,-4
Cc1nc(N2CCN(c3ccccc3)CC2)nc2c1C(=O)CC(C)C2 (stereo not given),i,-0.7,13,-2,-12,-5,-1,-3,-2
CCCCCOc1ccc(NC(=O)C(=O)NCCCn2ccnc2)cc1,i,-1.2,-10,1,3,11,9,1,0
NS(=O)(=O)c1cccc(NC(=O)CSc2nnnn2-c2ccccc2)c1,i,0.1,-2,-6,3,-5,-1,1,0
COCCN(Cc1ccccc1)C(=O)c1cccc(S(=O)(=O)N(C)c2c(C)n(C)n(-c3ccccc3)c2=O)c1,i,-0.2,-4,0,7,-4,-1,-1,-6
COc1cccc(CNC(=O)COC(=O)CCCNC(=O)c2ccc(Cl)cc2)c1,i,-0.6,-5,-3,4,9,0,1,-6
O=c1c2ccccc2cnn1-c1ccc(Cl)cc1,i,-1.2,-4,-15,6,-4,8,2,3
CC1(C(=O)NS(=O)(=O)c2ccccc2)CCN1C(=O)C/C=C/c1ccccc1 (stereo not given),i,1.2,-9,0,-3,7,0,-5,-2
CCOC(=O)C1CCCN(S(=O)(=O)c2cc(Br)cc3c2N(C(=O)CC)CC3)C1 (stereo not given),i,-0.1,11,-5,-11,-2,1,5,-3
CCOC(=O)CCC(NC(=O)CCC(=O)NC(CCC(=O)OCC)C(=O)OCC)C(=O)OCC (stereo not given),i,0.5,-14,-6,-4,-2,0,-1,-7
COCc1cc(C)nc(SCC(=O)Oc2ccc(Cl)cc2)c1C#N,i,-1.0,6,-1,3,8,2,-7,3

Bioassay records: PubChem BioAssay, several laboratories

Random draw from the library; 3.7% or so of the library scored in one or more.
